POLB inh – DNA polymerase beta (human) inhibition; P06746; Pol beta primer extension/strand displacement, fluorescence kinetic; Potency, µM (highest dose often 114 µM), inactives show top-dose activity change, negative = inhibition, actives largely listed as inhibitors; 340,000 tested, 1.3% active; AID 485314; note: % is set by controls: 0 for no effect and ±100 for the full control effect
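Human Pol beta at 10 nM; strand-displacement substrate 50 nM final. Compound exposure 15 min at room temperature before start, reaction 10 min at room temperature.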
Pol eta inh – DNA polymerase eta (human) inhibition | Q9Y253 | recombinant Pol eta, fluorescent DNA replication assay | Potency, µM (doses to about 114 µM), for inactives: top-dose activity change, negative = inhibition, hits mostly inhibitors | 390,000 tested, 1.2% active | AID 588591; note: % is set by controls: 0 for no effect and ±100 for the full control effect
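Pol eta at 10 nM preincubated with compounds 15 min at room temperature; reaction started with fluorescent substrate (50 nM final) and read kinetically at 0 and 10 min.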
BAZ2B inh – BAZ2B (human) inhibition | AlphaScreen BAZ2B-H3K14Ac peptide displacement | Potency, µM (top dose mostly 114 µM), inactives show top-dose activity change, negative = inhibition, actives largely listed as inhibitors | 360,000 tested, 4.4% active; note: % is set by controls: 0 for no effect and ±100 for the full control effect; nearly all actives have a fitted effect of over 60% in size
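Multi-concentration screen (max 110 uM) measuring displacement of acetylated histone H3 peptide from BAZ2B by AlphaScreen, using 50 nM protein, 50 nM peptide and 10 ug/mL streptavidin donor plus Ni-chelate acceptor beads.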
APEX1 inh – blocks human APE1 abasic DNA cleavage; Potency, µM (series often up to 65.8 µM), inactives show at the top dose activity change, negative = inhibition, hits mostly inhibitors; 350,000 tested, 0.35% active; recombinant APE1, TAMRA/BHQ-2 abasic DNA cleavage fluorescence; P27695;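 note: plate controls were vehicle for no effect and reference inhibitor for full effect; nearly all actives have a fitted effect of over 55% in size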
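Enzyme (0.75 nM final) and test compound are incubated 15 min at room temperature before adding 50 nM quenched THF abasic-site duplex. Cleavage dequenches TAMRA, followed at 525/598 nm over three reads one minute apart.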
G9a inh – G9a (human) methyltransferase inhibition; G9a H3K9 monomethylation, AlphaScreen, 2 h; Potency, µM (highest dose often 102 µM), inactives show at the highest dose activity, negative = inhibition, actives largely listed as inhibitors; 350,000 tested, 8.8% active; AID 504332; note: % is set by controls: 0 for no effect and ±100 for the full control effect; nearly all actives have a fitted effect of over 75% in size
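Chemiluminescent proximity detection of H3K9 monomethylation, read after 10 min bead incubation in the dark. Reaction: 20 nM G9a, 500 nM biotin-H3K9 peptide, 20 uM SAM cofactor, 2 h, room temperature, following 15 min enzyme-compound preincubation.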
JMJD2A Tudor – inhibitors of human JMJD2A Tudor domain; 390,000 tested, 4.4% active; AlphaScreen JMJD2A-Tudor / H3K4me3 peptide binding; AID 504339; Potency, µM (doses to about 114 µM), inactives show at the highest dose activity change, negative = inhibition, actives largely listed as inhibitors; O75164; note: % is set by controls: 0 for no effect and ±100 for the full control effect; nearly all actives have a fitted effect of over 50% in size
POLK inh – blocks human DNA polymerase kappa activity; Q9UBT6; purified Pol kappa, fluorescent DNA synthesis assay, 10 min; Potency, µM (series often up to 107 µM), for inactives: at the highest dose activity, negative = inhibition, actives largely listed as inhibitors; 400,000 tested, 0.53% active; AID 588579; note: % is set by controls: 0 for no effect and ±100 for the full control effect
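Enzyme at 10 nM met test compounds for 15 min at room temperature. Substrate addition (50 nM final) began the reaction, which was monitored by fluorescence at 0 and 10 min.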
BLM inh – inhibitors of human Bloom syndrome helicase BLM | 350,000 tested, 0.2% active | recombinant BLM DNA unwinding, fluorescence dequenching | P54132 | AID 2528 | Potency, µM (top dose mostly 56.1 µM), for inactives: at the highest dose activity change, negative = inhibition, usual class: inhibitors;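 note: plate controls were vehicle for no effect and no enzyme for full effect; nearly all actives have a fitted effect of over 35% in size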
Target sequence (P54132 whole entry, looked up): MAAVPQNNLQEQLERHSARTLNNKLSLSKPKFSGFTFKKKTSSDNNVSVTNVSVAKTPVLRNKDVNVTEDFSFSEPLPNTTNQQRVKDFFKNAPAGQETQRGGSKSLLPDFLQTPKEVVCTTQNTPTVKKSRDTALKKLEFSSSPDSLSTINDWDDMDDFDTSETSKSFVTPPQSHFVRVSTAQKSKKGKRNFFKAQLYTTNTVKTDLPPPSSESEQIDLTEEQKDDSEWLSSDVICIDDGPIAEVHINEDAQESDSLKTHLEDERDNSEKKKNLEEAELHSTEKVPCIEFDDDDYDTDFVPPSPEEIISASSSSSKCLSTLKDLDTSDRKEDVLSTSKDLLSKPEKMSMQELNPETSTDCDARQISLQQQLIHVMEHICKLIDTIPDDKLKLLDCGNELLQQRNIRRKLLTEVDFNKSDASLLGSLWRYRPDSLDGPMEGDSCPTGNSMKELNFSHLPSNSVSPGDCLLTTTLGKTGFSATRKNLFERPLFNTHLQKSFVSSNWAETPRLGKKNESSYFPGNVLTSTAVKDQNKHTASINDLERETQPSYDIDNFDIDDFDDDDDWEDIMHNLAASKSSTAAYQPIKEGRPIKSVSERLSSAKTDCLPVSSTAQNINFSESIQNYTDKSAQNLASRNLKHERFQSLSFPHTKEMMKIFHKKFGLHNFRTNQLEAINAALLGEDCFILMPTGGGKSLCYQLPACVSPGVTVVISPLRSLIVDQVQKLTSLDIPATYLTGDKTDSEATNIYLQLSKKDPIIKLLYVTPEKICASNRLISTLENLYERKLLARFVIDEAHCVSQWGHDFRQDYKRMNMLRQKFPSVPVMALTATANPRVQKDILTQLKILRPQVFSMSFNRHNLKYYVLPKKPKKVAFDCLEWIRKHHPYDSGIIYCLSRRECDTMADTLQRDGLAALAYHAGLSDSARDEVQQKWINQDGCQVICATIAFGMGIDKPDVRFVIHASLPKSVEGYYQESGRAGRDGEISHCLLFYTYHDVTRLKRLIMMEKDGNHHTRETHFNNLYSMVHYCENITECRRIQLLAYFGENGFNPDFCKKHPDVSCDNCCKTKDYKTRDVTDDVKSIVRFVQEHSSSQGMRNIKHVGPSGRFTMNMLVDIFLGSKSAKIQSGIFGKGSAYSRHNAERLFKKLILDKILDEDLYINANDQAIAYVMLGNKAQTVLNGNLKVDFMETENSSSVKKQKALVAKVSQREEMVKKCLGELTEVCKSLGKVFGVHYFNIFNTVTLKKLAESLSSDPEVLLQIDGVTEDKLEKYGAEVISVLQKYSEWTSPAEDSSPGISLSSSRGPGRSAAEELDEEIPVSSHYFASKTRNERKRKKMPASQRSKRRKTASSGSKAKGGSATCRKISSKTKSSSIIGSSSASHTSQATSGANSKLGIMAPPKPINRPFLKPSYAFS
POLI inh – DNA polymerase iota (human) inhibition | Pol iota fluorescent replication assay, 10 min | Potency, µM (doses to about 115 µM), for inactives: top-dose activity, negative = inhibition, most hits filed as inhibitors | 390,000 tested, 1% active | AID 588590
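Fluorescent replication assay read twice, at 0 min and 10 min after adding 50 nM (final) substrate. Enzyme (10 nM) and compounds were first incubated 15 min at room temperature; enzyme-free buffer wells were negative controls.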
Numbers without * were called inactive; ? = inconclusive; . = no result given; [ ] = dose if it differs, or a comment. Calls come from the whole dose curve; as a rule, active = well fitted curve in the direction sought with a large enough effect; inconclusive = small, poorly fitted or top-dose-only effect, or another doubt; inactive = no such curve, though single readings can be large; an effect the other way counts as inactive or inconclusive. Potency is the fitted concentration of half-maximal effect.

1. CCOC(=O)c1cn2nc(Oc3cccc(C(F)(F)F)c3)ccc2n1
2. COc1cc(Cl)c(C)cc1NC(=O)c1cc(S(=O)(=O)N2CCCC2)ccc1F
3. CN=c1scc(-c2ccccc2F)n1/N=C/c1ccc(O)c(O)c1O
4. O=C(O)Cc1c(-c2ccccc2)c2cc(Br)ccc2[nH]c1=O
5. Cc1ccnc(NS(=O)(=O)c2ccc(NC(=O)C34CC5CC(C)(CC(C)(C5)C3)C4)cc2)n1
Screen / compound no.	1	2	3	4	5
BLM inh	-4%	-3%	?	-2%	-7%
JMJD2A Tudor	2%	-10%	32µM*	-4%	-27%
Pol eta inh	-15%	-5%	?	2%	-8%
BAZ2B inh	-6%	3%	7.9µM*	-8%	1%
G9a inh	13%	5%[59 µM]	13µM*	3%	?
POLK inh	-11%	-3%[60.1 µM]	?	-2%	-6%
APEX1 inh	-4%	.	10µM*	1%	-2%
POLI inh	76%[activator]	4%	?	?	7%
POLB inh	1%	11%	1.4µM*	1%	28%

Complete entries from above. Order of screens: BLM inh	JMJD2A Tudor	Pol eta inh	BAZ2B inh	G9a inh	POLK inh	APEX1 inh	POLI inh	POLB inh
CN=c1scc(-c2ccccc2F)n1/N=C/c1ccc(O)c(O)c1O in the list: ?	32µM*	?	7.9µM*	13µM*	?	10µM*	?	1.4µM*
COc1cc(Cl)c(C)cc1NC(=O)c1cc(S(=O)(=O)N2CCCC2)ccc1F in the list: -3%	-10%	-5%	3%	5%[59 µM]	-3%[60.1 µM]	.	4%	11%
CCOC(=O)c1cn2nc(Oc3cccc(C(F)(F)F)c3)ccc2n1 in the list: -4%	2%	-15%	-6%	13%	-11%	-4%	76%[activator]	1%

Additional structures follow:
6. O=C(CN(C(=O)c1csnn1)c1ccccc1Cl)NC1CCCC1
7. COc1ccc(C(F)(F)F)cc1N/C=C\c1nnnn1-c1ccccc1
8. CCOC(=O)N1CCN(C(=O)C2CCN(Cc3nc(-c4ccccc4C)oc3C)CC2)CC1
9. CCOC(=O)N1CCC(N(CCCOC)C(=O)Nc2cccc(OC)c2)CC1
10. CCc1ccc(Nc2nnc(SCC(=O)N(C)CC(=O)Nc3ccccc3CC)s2)cc1
Screen / compound no.	6	7	8	9	10
BLM inh	-2%	-8%	0%	-1%	-3%
JMJD2A Tudor	-9%	8%	-17%	-19%	-9%
Pol eta inh	-17%	-12%	-16%	-11%	-27%
BAZ2B inh	2%	-4%	-4%	-18%	-6%
G9a inh	5%	45%	0%	37%[0.501 µM]	19%[59 µM]
POLK inh	7%	-11%	-12%	10%	-5%
APEX1 inh	32%	1%	2%	-2%	8%
POLI inh	47%[activator]	34%[activator]	21%	114%[activator]	-5%
POLB inh	61%	51%	-2%	22%	5%

11. O=c1c2c(nc3c(-c4ccccc4)c[nH]n13)CCC2
12. CCCN(CC(=O)Nc1ccc(Cl)cc1Cl)C(=O)/C=C/c1cc(OC)ccc1OC
13. CC(=O)c1ccc(OC(=O)COc2ccccc2)cc1
14. O=C(Cn1nc(-c2ccc(Cl)cc2)ccc1=O)NCC1COCCO1 (stereo not given)
15. COc1ccc(CCNC(=O)CSc2ncc(C(=O)Nc3ccccc3)c(=O)n2C)cc1
Screen / compound no.	11	12	13	14	15
BLM inh	-6%	-10%	-4%	-1%	.
JMJD2A Tudor	-10%	25%	6%	-4%	-3%
Pol eta inh	4%	-24%	-21%	-5%	-14%
BAZ2B inh	-2%	43%[activator]	-3%	-3%	11%
G9a inh	-7%[59 µM]	18%	.	-6%	-7%
POLK inh	-17%	-18%	6%	3%	-4%
APEX1 inh	12%	5%	-10%	76%[activator]	27%
POLI inh	?	6%	1%	23%	-15%
POLB inh	-1%	-13%[57.1 µM]	-1%	9%	.

16. CNc1ncc(C(=O)c2ccc(F)cc2)s1
17. CC(C)N1C(=O)C(O)(C2COC(C)(C)CC2=O)c2ccccc21 (stereo not given)
18. CCOC(=O)N1CCN(C(=O)CSc2nc(CC)nc3c2c(=O)n(C)c(=O)n3C)CC1
19. O=C(Nc1ccc(SC(F)F)cc1)c1ccc(F)cc1
20. CC(=O)Oc1cccc(/C=C2\Sc3ccccc3C2=O)c1
Screen / compound no.	16	17	18	19	20
BLM inh	1%	1%	3%	-2%	-14%
JMJD2A Tudor	-30%	-7%	-7%[11.4 µM]	2%	-15%
Pol eta inh	-4%	4%	13%	-10%	-10%
BAZ2B inh	-13%	9%	-38%	-1%	?
G9a inh	14%	1%	-24%	11%	10%
POLK inh	-7%	-14%	12%	-2%	-5%
APEX1 inh	6%	-3%	-1%	-2%	-5%
POLI inh	6%	6%	-16%	25%	-18%
POLB inh	1%	13%	-3%	1%	?

21. COc1ccc(C(NC(=O)CC(C)C)NC(=O)CC(C)C)cc1OC
22. Clc1cccc(CNCCCSc2nnnn2-c2ccccc2)c1
23. CCc1ccc(N(CC(=O)N2CCCCCC2)S(C)(=O)=O)cc1
24. O=P(O)(CN1CCCCC1)CN1CCCCC1
25. CCOc1ccc(/C=N/OCC(=O)Nc2ccc(OCc3ccccc3)cc2)cc1OC
Screen / compound no.	21	22	23	24	25
BLM inh	0%	3%	-2%	-1%	-3%
JMJD2A Tudor	0%	-28%	1%	.	-10%
Pol eta inh	-4%	-23%	-2%	.	-17%
BAZ2B inh	1%	1%	-4%	8%	48%[activator]
G9a inh	-4%	-4%[59 µM]	5%	23%[59 µM]	61%[activator][59 µM]
POLK inh	-5%	-6%	-1%	.	1%
APEX1 inh	2%	.	3%	-4%	5%
POLI inh	7%	16%	-1%	.	81%[activator]
POLB inh	1%	0%	-8%	-3%	20%

26. Cc1ccc(NC(=O)c2cccc(OC(F)F)c2)c(OC(F)F)c1
27. CC(Oc1ccc2c3c(c(=O)oc2c1)CCCC3)C(=O)NCCN1CCOCC1 (stereo not given)
28. CCOC(=O)c1cn(CC)c2ccc(S(=O)(=O)N3CC(C)CC(C)C3)cc2c1=O (stereo not given)
29. Cc1ccc(N(CC(=O)Nc2ccc(F)c(Cl)c2)S(=O)(=O)c2c(C)noc2C)cc1
30. CCC(=O)c1c(NC(CC)CO)cc(C)oc1=O (stereo not given)
Screen / compound no.	26	27	28	29	30
BLM inh	-1%	1%	-3%	-15%	1%
JMJD2A Tudor	24%	-3%	-13%	-8%	-27%
Pol eta inh	-18%	-18%	-9%	-12%	4%
BAZ2B inh	7%	-11%	-9%	7%	-6%
G9a inh	31%[59 µM]	2%[59 µM]	?	5%	15%
POLK inh	-14%	2%	-2%	-25%	2%
APEX1 inh	-6%	27%	-8%	?	11%
POLI inh	9%	13%	-17%[58.9 µM]	5%	125%[activator]
POLB inh	5%	16%	9%	-3%	20%

Gathered by group: the compounds so far containing a CF3 group
1. CCOC(=O)c1cn2nc(Oc3cccc(C(F)(F)F)c3)ccc2n1
7. COc1ccc(C(F)(F)F)cc1N/C=C\c1nnnn1-c1ccccc1
Screen / compound no.	1	7
BLM inh	-4%	-8%
JMJD2A Tudor	2%	8%
Pol eta inh	-15%	-12%
BAZ2B inh	-6%	-4%
G9a inh	13%	45%
POLK inh	-11%	-11%
APEX1 inh	-4%	1%
POLI inh	76%[activator]	34%[activator]
POLB inh	1%	51%

Remaining list, next part
31. CCOC(=O)c1cc(NC(=O)CSc2nnc(CN3CCOCC3)n2C)ccc1Cl
32. Cc1ccc(C(=O)c2ccc([N+](=O)[O-])cc2)cc1
33. CCC(C)NC(=O)C1c2cc(OC)c(OC)cc2C(=O)N(C)C1c1cccs1 (stereo not given)
34. Cc1ccc(N=Nc2c(N)[nH]n3c(=O)c4c(nc23)CCCC4)cc1
35. Cn1c2c(c(=O)n(C)c1=O)C(C(F)(F)F)(C(F)(F)F)N=C(C1CCCCC1)N2
Screen / compound no.	31	32	33	34	35
BLM inh	.	3%	-1%	-1%	-1%
JMJD2A Tudor	-5%	-35%	-3%	.	3%
Pol eta inh	?	-12%	6%	.	-23%
BAZ2B inh	.	?	13%	-9%	4%
G9a inh	.	?	15%[59 µM]	4%[12.7 µM]	22%[59 µM]
POLK inh	1%	3%	-2%	.	-10%
APEX1 inh	.	6%	1%	2%	2%
POLI inh	52%[activator]	34%[activator]	13%	.	145%[activator]
POLB inh	.	-9%	31%	1%	79%

36. O=C(CSCc1ccc(Cl)cc1)N/N=C/c1ccc(OCC(=O)Nc2ccccc2)cc1
37. CN(C)CCCNc1nc(N)c([N+](=O)[O-])c(NCc2ccccc2)n1
38. Cc1c(C(=O)N2CCOCC2)sc(NC(=O)c2ccc([N+](=O)[O-])cc2)c1C#N
39. COc1ccccc1NC(=S)NCCSc1ccc(C)cc1
40. CCN(CCNC(=O)C1CCC(=O)N1Cc1ccc(C)cc1)c1ccccc1 (stereo not given)
41. CCc1nc(SCC(=O)N2CCN(C(=O)c3ccco3)CC2)c2c3c(sc2n1)CCCC3
42. O=C(NCc1c(F)cccc1F)c1cc(COc2c(F)cccc2F)on1
Screen / compound no.	36	37	38	39	40	41	42
BLM inh	-11%	10%	0%	-7%	-4%	0%	0%
JMJD2A Tudor	-13%	-15%	-17%	-31%	4%	?	-3%
Pol eta inh	-16%	10%	-22%	-5%	-14%	-4%	3%
BAZ2B inh	-8%	0%	?	?	-24%	-11%	28%
G9a inh	.	-1%	14%	25%[59 µM]	50µM*	50µM*	28%
POLK inh	0%	2%	3%	-24%	10%	-4%	-23%
APEX1 inh	13%	2%	19%	0%	6%	-5%	5%
POLI inh	?	12%	86%[activator]	3%	7%	?	35%[activator]
POLB inh	79µM*	45%	-1%	?	6%	15%	5%

This is a subset; rates above refer to the full screens.
